ATG4B inh: ATG4B (human) cysteine protease inhibition; Q9Y4P1; AID 504462; ATG4B cleavage of LC3-PLA2, NBD-HPC fluorescence, 1 h; inhibition, % at 8.33 µM; hit rate 0.51% among 340,000; in the data active = inhibition above about 40%
mIAP block: blocks mouse intestinal alkaline phosphatase. purified mouse IAP, CDP-Star luminescence, 30 min. inhibition, % at 10 µM. hit rate 0.2% among 330,000;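 active = inhibition of at least 40% at 10 µM in the primary screen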;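 also: plate controls were DMSO with enzyme for no effect and no enzyme wells for full effect; values of inactives mirror those of a sister screen read the other way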
MPTP block: inhibitors of mitochondrial permeability transition pore; hit rate 1.4% among 360,000; inhibition, % at 10 µM; isolated mouse mitochondria, Ca2+ swelling absorbance, 30 min; AID 602449;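 active = inhibition of 50% or more, scaled per plate between neutral and stimulator controls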;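 also: 0% = DMSO wells given calcium and 100% = 1 mM EGTA wells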
A3A deaminase: blocks human APOBEC3A ssDNA deamination. AID 493011. inhibition, % at 20 µM. hit rate 0.41% among 330,000. recombinant A3A, FAM/TAMRA ssDNA deamination fluorescence. P31941;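 active = at least 40% inhibition at 20 µM here, with at most 30% in a related deaminase screen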;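 also: plate controls were A3A with DMSO for no effect and wells lacking A3A enzyme for full effect; some results filed as inactive read as strong as hits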
hIAP activ: human IAP activation. activation factor at 10 µM. hit rate 0.16% among 330,000. purified human IAP, CDP-Star luminescence, 30 min; stronger effect = higher value; 1 = vehicle-only enzyme, 0 = enzyme-free background. P09923;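 active = activation factor of the enzyme at least 2-fold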; also: the source names both 10 and 20 µM as test concentration; values of inactives mirror those of a sister screen read the other way
Target sequence (P09923 whole entry, looked up): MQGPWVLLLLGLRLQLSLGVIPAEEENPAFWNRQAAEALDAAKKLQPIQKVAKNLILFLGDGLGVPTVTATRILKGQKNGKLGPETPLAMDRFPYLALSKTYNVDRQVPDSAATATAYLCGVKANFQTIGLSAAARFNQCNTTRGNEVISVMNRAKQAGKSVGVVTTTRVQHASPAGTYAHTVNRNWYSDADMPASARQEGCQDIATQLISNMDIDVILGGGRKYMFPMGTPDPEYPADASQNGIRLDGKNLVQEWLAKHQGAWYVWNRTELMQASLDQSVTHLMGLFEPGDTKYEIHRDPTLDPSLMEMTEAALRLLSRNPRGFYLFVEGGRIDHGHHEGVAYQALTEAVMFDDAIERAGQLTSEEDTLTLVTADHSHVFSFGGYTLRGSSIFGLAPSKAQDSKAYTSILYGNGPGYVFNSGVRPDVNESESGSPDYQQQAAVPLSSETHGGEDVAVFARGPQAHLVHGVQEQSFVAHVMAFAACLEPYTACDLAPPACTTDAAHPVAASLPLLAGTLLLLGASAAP
beta cell repl: MIN6 beta-cell proliferation induction; proliferation, % at 10 µM; hit rate 0.29% among 330,000; AID 2380; MIN6 cells proliferation, ATPlite luminescence, 48 h; cells starved in 0.2% serum; 100% = growth in 10% serum;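 active = compounds whose signal lies at least 3.5 SD above the mean of all wells on their plate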;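 also: 0% = DMSO-treated cells in low-serum medium and 100% = 10% serum control; some compounds called inactive have numbers as strong as hits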
APOBEC3G inh: APOBEC3G (human) deaminase inhibition; Q9HC16; recombinant A3G, ssDNA deamination FAM/TAMRA fluorescence; inhibition, % at 20 µM; hit rate 0.28% among 330,000; AID 493012;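 active = inhibition of at least 40% at 20 µM, with no more than 30% in the related APOBEC3A deaminase screen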;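 also: plate controls were DMSO wells with A3G for no effect and wells lacking A3G enzyme for full effect; some compounds called inactive have numbers as strong as hits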
Target sequence (Q9HC16 whole entry, looked up): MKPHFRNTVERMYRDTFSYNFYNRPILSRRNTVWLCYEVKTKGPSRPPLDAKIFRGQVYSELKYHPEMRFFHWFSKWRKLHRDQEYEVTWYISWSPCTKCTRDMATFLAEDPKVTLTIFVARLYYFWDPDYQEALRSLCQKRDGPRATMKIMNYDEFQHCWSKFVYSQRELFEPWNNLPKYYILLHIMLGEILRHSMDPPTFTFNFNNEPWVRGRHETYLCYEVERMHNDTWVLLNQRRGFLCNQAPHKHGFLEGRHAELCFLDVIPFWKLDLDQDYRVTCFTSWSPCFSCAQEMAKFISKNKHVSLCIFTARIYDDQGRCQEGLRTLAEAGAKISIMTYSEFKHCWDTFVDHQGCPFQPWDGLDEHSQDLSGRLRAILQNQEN
mIAP act: mouse IAP activation. activation factor at 10 µM. muIAP, CDP-Star luminescence, 30 min; stronger effect = higher value; 1 = vehicle-only enzyme signal, 0 = enzyme-free wells. hit rate 0.24% among 330,000;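 active = activation factor of at least 2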; also: the source names both 10 and 20 µM as test concentration; values of inactives mirror those of a sister screen read the other way
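Assay system: mouse IAP enzyme; reagent: chemiluminescent substrate CDP-Star; dosing: test compounds delivered from DMSO solution; schedule: 30 min at room temperature; measured by: luminescence from enzymatic CDP-Star hydrolysis; controls: DMSO-only wells and no-enzyme negative control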
hIAP block: blocks human intestinal alkaline phosphatase | P09923 | purified IAP, CDP-Star luminescence, 30 min | inhibition, % at 10 µM | hit rate 0.12% among 330,000;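 active = inhibition reaching a set limit with compound at 10 µM in the primary screen, cut at about 35% in these data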;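 also: plate controls were DMSO wells with enzyme for no effect and no-enzyme buffer wells for full effect; values of inactives mirror those of a sister screen read the other way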
* marks the source's active call; other numbers are inactive results; x = no result given. No enrichment for hits (roughly 3.3% active in at least one column).

SMILES	ATG4B inh	mIAP block	MPTP block	A3A deaminase	hIAP activ	beta cell repl	APOBEC3G inh	mIAP act	hIAP block
COc1cc(OC)c2c(-c3cccc(-c4ccc(C(C)=O)cc4)c3)cc(=O)oc2c1	1.3	7.4	0.4	-3.0	x	x	-2.6	0.926	x
Cc1ccc(NS(=O)(=O)c2ccc(-c3cnc(C4CC4)o3)cc2)cc1	-19.5	1.4	0.8	-1.0	0.631	-7.3	18.8	0.986	36.9*
Cc1cccc(N(C)S(=O)(=O)c2nnc(NC(=O)c3ccco3)s2)c1	-1.8	-1.9	1.8	-2.5	1.05	-3.0	-5.3	1.02	-4.9
COc1cc(OC)cc(C(=O)N2CCN(c3ccc(N4CCOCC4)nn3)CC2)c1	-5.6	0.2	1.7	-2.9	1.1	1.3	-2.5	0.998	-10.3
COc1ccc(Cl)cc1NC(=O)Cn1nnc(C(=O)NCCc2ccc(OC)c(OC)c2)c1N	-9.1	3.3	-0.4	5.1	0.919	2.6	1.2	0.967	8.1
Cc1cc2nncn2c(Cc2ccccc2)n1	9.6	-4.8	0.5	1.1	1.07	0.8	-1.4	1.05	-6.8
CCOC(=O)C1CCN(Cc2ccc(OC)c(C)c2OC)CC1	-3.0	-10.5	0.7	-2.8	1.45	-2.3	-9.0	1.1	-45.0
O=C(CSc1nc2ccccc2s1)CSc1nc2ccccc2s1	6.0	-0.3	3.6	-3.7	0.931	-2.6	-6.9	1	6.9
O=C(NCCCn1ccnc1)c1ccc(Br)o1	-3.0	8.7	-1.0	-3.8	0.89	0.4	-9.2	0.913	11.0
Clc1ccc(OCCOCCNCc2ccccc2)cc1Cl	-4.3	-6.1	4.0	-4.6	0.967	-3.9	-4.2	1.06	3.3
CCOC(=O)CS(=O)(=O)c1ccccc1	-5.9	4.2	-1.0	-1.3	1.08	0.0	-3.1	0.958	-8.3
Cc1ccc(NC(=O)CN(C)C(=O)c2nn(C)c(=O)c3ccccc23)cc1	1.5	2.8	2.4	-3.4	1.1	3.1	-8.4	0.972	-10.2
O=C(Nc1cccc(-c2cn3ccccc3n2)c1)C1CC1	-12.8	1.5	0.5	0.2	0.975	-3.5	-2.2	0.985	2.5
CCCCCC(=O)N1CC2(CC(c3cccc(NC(=O)[C@@H]4CCC(=O)N4)c3)=NO2)C[C@@H]1C(N)=O (some centres not stated)	-7.2	21.8	-2.0	-2.7	1.03	-3.1	-4.6	0.782	-3.3
CCC(C(=O)NC1CCCCCC1)n1nc(C)c2c(C)n(-c3ccccc3)nc2c1=O (configuration not stated)	7.4	-0.9	0.1	-0.3	1.15	-1.0	5.5	1.01	-15.0
CCCc1nc2oc3c(NCC(C)O)ncnc3c2c2c1CCCC2 (configuration not stated)	-12.1	-5.7	1.5	1.2	0.957	0.7	0.6	1.06	4.3
CC(/C=C1\SC(=S)N(CCC(=O)Nc2ccc(O)cc2)C1=O)=C\c1ccccc1	-1.0	21.5	0.5	1.6	1.07	-6.5	-2.0	0.785	-6.6
CCn1c(=O)cc(OCC(=O)NCc2ccc(C)o2)c2ccccc21	-4.9	5.6	1.1	4.6	1	-3.8	3.9	0.944	-0.4
O=[N+]([O-])c1ccc(N2CCCCC2)cc1NCCOc1ccccc1	8.9	13.9	8.5	-2.2	0.776	-3.4	-9.3	0.861	22.4
CCCCc1nnc(NC(=O)c2ccccc2OCc2c(C)noc2C)s1	3.8	-15.1	-0.5	1.7	1.05	1.5	7.4	1.15	-5.4

Whole records from above.
Cc1cc2nncn2c(Cc2ccccc2)n1 as listed: ATG4B inh = 9.6; mIAP block = -4.8; MPTP block = 0.5; A3A deaminase = 1.1; hIAP activ = 1.07; beta cell repl = 0.8; APOBEC3G inh = -1.4; mIAP act = 1.05; hIAP block = -6.8
O=C(CSc1nc2ccccc2s1)CSc1nc2ccccc2s1 as listed: ATG4B inh = 6.0; mIAP block = -0.3; MPTP block = 3.6; A3A deaminase = -3.7; hIAP activ = 0.931; beta cell repl = -2.6; APOBEC3G inh = -6.9; mIAP act = 1; hIAP block = 6.9

(cont.)
SMILES	ATG4B inh	mIAP block	MPTP block	A3A deaminase	hIAP activ	beta cell repl	APOBEC3G inh	mIAP act	hIAP block
Cc1ccc(C(=O)Nc2nc(-c3ccccn3)cs2)s1	-7.7	14.3	-2.6	-2.1	1.27	-7.5	-2.0	0.857	-27.0
Cc1ccc(C)c(OCc2cc(C(=O)NC(c3ccccn3)C(F)(F)F)no2)c1 (configuration not stated)	6.8	3.6	-0.3	1.0	1.13	-7.1	0.5	0.964	-13.1
CCOCC(=O)Nc1cc(S(=O)(=O)N2CCOCC2)ccc1N1CCCCC1	-10.8	17.2	-2.9	-3.7	0.862	-4.0	6.0	0.828	13.8
COc1ccc(OS(=O)(=O)c2ccc(N3C(=O)CCC3=O)cc2)cc1	-1.8	9.4	0.0	1.6	1.06	0.0	-1.2	0.906	-6.5
COc1cccc(N2C(=O)CC(N3CCc4ccccc4C3)C2=O)c1 (configuration not stated)	-14.3	11.1	5.6	0.2	0.871	0.2	-6.6	0.889	12.9
CC(C)NC(=O)Nc1n[nH]c(Nc2ccc(Cl)cc2)n1	-5.1	6.7	0.9	-1.8	1.36	-2.8	-4.5	0.933	-35.6
Cc1cc(NC(=O)Cc2ccsc2)ccc1Br	5.8	-12.2	1.3	-3.6	1.02	-4.0	-12.3	1.12	-1.8
O=C(Nc1cccc(S(=O)(=O)N2CCCCC2)c1)c1cc(=O)[nH]c2ccccc12	-5.8	0.6	-0.2	0.5	1.04	-0.9	-4.3	0.994	-3.8
CC(C)CN(CC(C)C)C(=O)C12CCC(C)(C(=O)O1)C2(C)C (configuration not stated)	-16.4	5.0	2.2	-0.1	0.914	0.3	-1.1	0.95	8.6
COc1ccc(OCc2cc(C(=O)NC(C)Cc3ccccn3)no2)c(Cl)c1 (configuration not stated)	-12.8	-6.1	0.0	-3.3	1.11	-1.7	-8.9	1.06	-10.8
Cn1nnnc1SCC(=O)N1N=C(c2cccs2)CC1c1cccs1 (configuration not stated)	-8.5	6.1	0.2	3.8	1.19	1.3	-2.5	0.939	-18.9
CS(=O)(=O)c1ccccc1C(=O)N(CCc1ccccc1)Cc1ccccc1	-2.0	1.5	-0.4	2.0	1	-0.3	4.0	0.985	-0.1
c1cncc(-c2noc(CC3CCCCC3)n2)c1	-5.8	-2.4	-0.9	-1.0	1.25	-2.2	-6.3	1.02	-24.9
O=C(CN1C(=O)NC2(CCc3ccccc32)C1=O)NCC(=O)Nc1ccc(F)cc1 (configuration not stated)	-7.5	2.1	-2.4	-6.5	0.973	-3.1	-8.8	0.979	2.7
CC(=O)C1(O)C(C)CC2C3CCC4CC(O)CCC4(C)C3=CCC21C (configuration not stated)	-20.3	-16.5	1.4	-3.5	1.26	-2.1	-3.4	1.17	-26.2
CS(=O)(=O)N(Cc1ccccc1)c1ccc(C(=O)Nc2ccccc2Sc2ccccc2)cc1	-4.8	25.3	0.8	2.1	1.05	0.0	2.0	0.747	-5.0
CCCn1ncc(CN2CCN(Cc3ccc(C)o3)C(CCO)C2)c1C (configuration not stated)	-10.5	-3.9	-1.0	-6.2	0.966	-4.5	2.0	1.04	3.4
O=C(/C=C/c1ccccc1[N+](=O)[O-])Oc1ccccc1	x	3.9	x	-1.2	0.992	0.0	-6.2	0.961	0.8
CC(=O)Nc1ccc(Nc2nnc(-c3ccc(C)c(S(N)(=O)=O)c3)c3ccccc23)cc1	-5.7	11.1	-1.0	60.9*	1.04	-6.2	-8.9	0.889	-4.1
Cc1cc(C(=O)OCC(=O)c2ccc3c(c2)NC(=O)CO3)c2ccccc2n1	-10.7	2.2	-1.9	7.4	0.969	0.1	3.6	0.978	3.1
CC(OC(=O)c1cccnc1)C(=O)Nc1ccc2c(c1)OCO2 (configuration not stated)	-0.9	9.3	0.2	-3.0	0.879	-1.4	-10.4	0.907	12.1
Cc1c(C(=O)NC(C)C)sc2ncn(CC(=O)N3CCC(C)CC3)c(=O)c12	-4.1	-10.1	1.8	-9.9	1.11	-0.5	-4.3	1.1	-10.9
O=C(Nc1cccc(F)c1)/C(=C\c1ccco1)NC(=O)c1ccco1	-3.1	-4.1	0.5	-3.6	0.766	-1.4	-1.8	1.04	23.4
Cc1ccc(NS(=O)(=O)c2cc(C(=O)O)ccc2Cl)cc1	-4.1	-13.5	1.0	6.8	1.12	0.0	2.1	1.14	-12.3
Cc1cccc(N2CCN(c3ccc(NC(=O)/C=C(/C(=O)O)c4ccccc4)cc3)CC2)c1	-3.1	1.6	0.3	-2.7	1.03	-1.4	-1.7	0.984	-2.8
CCCc1cc(=O)[nH]c(SCC(=O)OCc2ccccc2)n1	-0.8	2.5	-0.1	-16.6	1.34	0.6	-6.2	0.975	-34.5
CCN(CC)S(=O)(=O)c1cccc(C(=O)Nc2cc3oc4ccccc4c3cc2OC)c1	-2.9	5.5	1.9	6.4	0.873	0.0	0.2	0.945	12.7
COc1cccc(/C=N/NC(=O)c2ccc(=O)n(C)c2)c1O	0.3	-4.7	0.1	-2.0	1.14	0.0	-1.5	1.05	-14.0
OC(COCC1COc2ccccc2O1)CN1CCN(c2ccc(F)cc2)CC1 (configuration not stated)	0.1	-3.9	1.4	-3.8	0.932	0.0	-9.2	1.04	6.8
CCSc1nc2c(cnn2-c2ccc(C)c(C)c2)c(=O)[nH]1	-0.3	-0.1	-3.3	-4.1	1.06	0.5	-13.6	1	-6.4
CCOC(=O)c1cn(-c2ccccc2)nc1-c1cccnc1	-6.6	2.2	-1.0	1.4	1.09	1.4	-8.2	0.978	-8.8
CCOc1ccccc1CN1CCNC(=O)C1CC(=O)NCc1nc(C)cs1 (configuration not stated)	2.2	-6.7	-1.7	-3.8	0.98	-0.9	-5.7	1.07	2.0
CCN(CC)c1nc(Oc2ccc(C(=O)NN)cc2)nc(Oc2ccc(C(=O)NN)cc2)n1	0.3	9.3	-0.5	-1.3	1.09	0.9	-5.8	0.907	-8.8
O=C(O)C1C2C=CC(C2)C1C(=O)NC1CCN(Cc2ccccc2)CC1 (configuration not stated)	5.2	-12.5	1.3	2.0	0.977	0.6	2.7	1.12	2.3
Cc1c(Br)c(C(F)(F)F)nn1CC(=O)N1CCCC1	3.0	-7.3	-0.2	2.1	1.05	-3.4	7.7	1.07	-5.1
O=C(Cn1cc2c(n1)CCCC2)NCCCN1CCCC1	-5.0	12.7	-2.8	-2.4	1.02	-0.6	-4.4	0.873	-2.4
Cc1cc(C)cc(-n2nc(C)cc2N)c1	0.3	-3.3	-2.8	0.9	1.24	-1.8	2.6	1.03	-23.5
CCn1c(C(=O)O)c(CC(=O)Nc2ccc(Br)cc2C)c2ccccc21	1.2	2.3	2.5	0.0	0.979	-3.8	-0.4	0.977	2.1
COC(=O)c1cc(-c2c(C)oc3cc(OC)ccc3c2=O)c(C)o1	-4.4	-1.0	-0.2	0.7	1.28	-2.6	-1.7	1.01	-27.8
CC1=CC(C)(C)Nc2ccc(OC(=O)CCN3C(=O)c4ccccc4C3=O)cc21	26.9	5.1	0.5	3.0	0.761	0.0	0.6	0.949	23.9
Cc1ccccc1[C@@H](NC(=O)OC(C)(C)C)C(=O)OC(C)(C)C	1.8	-4.7	0.5	-0.5	1.02	-0.8	-7.6	1.05	-1.6
CSc1cccc(NC(=O)CN(C)S(=O)(=O)c2ccc(F)cc2)c1	-2.4	-14.2	0.3	-0.1	0.982	2.4	0.2	1.14	1.8
CCSc1nnc(NC(=O)NC(C)(C(F)(F)F)C(F)(F)F)s1	3.7	3.7	92.2*	-1.3	0.87	0.0	-4.0	0.963	13.0

Screening results from PubChem.
